Compound activity deposited in PubChem BioAssay by several laboratories.
Ba/F3 V617F tox – reduce viability of Ba/F3 cells dependent on JAK2V617F; Ba/F3 EpoR-JAK2V617F viability, ATP luminescence; inhibition, % at 5.6 µM; 1.1% of 220,000 active; AID 1446;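 active = inhibition above the campaign mean plus 3 SD over all tested compounds, cut at about 24% in these data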;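 also: cytokine-independent growth of Ba/F3 cells driven by EpoR plus mutant JAK2; 0% = DMSO-treated cells and 100% = JAK inhibitor I control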
BaF3 parental – reduces parental Ba/F3 cell viability, JAK2V617F counter-screen; inhibition, % at 5.6 µM; 1.1% of 220,000 active; CellTiter-Glo ATP luminescence;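 active = inhibition above a per-campaign cutoff, the mean inhibition of all tested compounds plus 3 SD, cut at about 27% in these data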;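 also: 0% = DMSO wells and 100% = JAK Inhibitor I control wells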
CHOP inh – blocks CHOP induction under ER stress | CHO-K1 CHOP-promoter luciferase, tunicamycin-induced, 15-18 h | inhibition, % at 10 µM | 3.8% of 220,000 active;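 active = compounds that reduced the stress-induced luciferase reporter signal by more than about 70% of percent inhibition, limit read from the data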;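 also: 0% = tunicamycin plus vehicle and 100% = wells without tunicamycin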
p47phox inh – blocks human p47phox regulatory protein of NADPH oxidases; P14598; AID 1274; 0.53% of 220,000 active; inhibition, % at 24.7 µM; p47phox/p22phox peptide binding, fluorescence polarization, 2 h;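 active = inhibition above about 30%, limit read from the data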;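 also: 0% = p47phox with labelled peptide and 100% = labelled peptide alone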
NPY-Y1 antag – NPY-Y1 (human) receptor antagonism; P25929; HEK293-CNG Y1 cells, membrane potential fluorescence; NPY at EC95, then isoproterenol; inhibition, % at 3.6 µM; 1% of 200,000 active; AID 1040;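 active = inhibition above the campaign mean inhibition of all tested compounds plus 3 SD, cut at about 20% in these data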;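 also: 0% = DMSO wells given NPY plus isoproterenol and 100% = isoproterenol alone without NPY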
Target sequence (P25929 whole entry, looked up): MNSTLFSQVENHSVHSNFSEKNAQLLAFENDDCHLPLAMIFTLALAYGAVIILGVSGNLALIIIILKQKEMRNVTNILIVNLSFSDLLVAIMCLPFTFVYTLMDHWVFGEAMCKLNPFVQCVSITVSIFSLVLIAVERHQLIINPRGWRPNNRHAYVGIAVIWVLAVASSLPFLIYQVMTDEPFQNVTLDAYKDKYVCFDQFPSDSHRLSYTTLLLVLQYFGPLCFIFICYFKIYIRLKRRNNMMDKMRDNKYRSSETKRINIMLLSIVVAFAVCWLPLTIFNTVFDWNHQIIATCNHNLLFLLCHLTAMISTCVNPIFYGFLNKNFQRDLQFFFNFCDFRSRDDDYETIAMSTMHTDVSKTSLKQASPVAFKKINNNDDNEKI
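Test system – HEK293 Y1/CNG channel cell line · Also added – NPY agonist 25 nM, then isoproterenol 1 µM plus Ro 20-1724 25 µM · Compound dosing – one concentration, 3.6 µM, in 0.4% DMSO · Schedule – compound incubation 1 h at room temperature, readout 45 min post-stimulation · Technique – fluorescence, membrane potential probe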
NPY-Y1 PAM-ag – human NPY-Y1 potentiation or agonism, primary screen. P25929. NPY-Y1 expressing cells, potentiator/agonist activation. activation, % at 3.6 µM. 0.37% of 220,000 active. AID 1304; in the data active = activation above about 33%, passing the limit was not always enough;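 also: cells stimulated with NPY at EC10 then isoproterenol at EC100; 0% = low agonist plus stimulus and 100% = saturating agonist plus stimulus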
S1P4 agonist – activates the human S1P4 receptor; O95977; S1P4-expressing cell line, agonist reporter assay; activation, % at 4.98 µM; 0.35% of 220,000 active; AID 1509; in the data active = activation above about 11%;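 also: 0% = DMSO vehicle and 100% = reference agonist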
S1P4 antag – blocks the human S1P4 receptor; 0.26% of 220,000 active; S1P4-expressing cells, antagonist mode, reporter read-out; inhibition, % at 4.98 µM; in the data active = inhibition above about 29%;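 also: 0% = wells stimulated with agonist and 100% = vehicle wells without agonist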
NPY-Y2 PAM-ag – potentiates or activates human NPY-Y2 receptor | activation, % at 3.6 µM | cells expressing NPY-Y2, potentiator/agonist read-out | 0.45% of 220,000 active | P49146 | AID 1359; in the data active = activation above about 27%;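 also: cells stimulated with NPY near EC25 plus isoproterenol at EC100; 0% = vehicle plus submaximal agonist and 100% = vehicle plus saturating agonist; some results beyond the cut were filed as inactive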
Target sequence (P49146 whole entry, looked up): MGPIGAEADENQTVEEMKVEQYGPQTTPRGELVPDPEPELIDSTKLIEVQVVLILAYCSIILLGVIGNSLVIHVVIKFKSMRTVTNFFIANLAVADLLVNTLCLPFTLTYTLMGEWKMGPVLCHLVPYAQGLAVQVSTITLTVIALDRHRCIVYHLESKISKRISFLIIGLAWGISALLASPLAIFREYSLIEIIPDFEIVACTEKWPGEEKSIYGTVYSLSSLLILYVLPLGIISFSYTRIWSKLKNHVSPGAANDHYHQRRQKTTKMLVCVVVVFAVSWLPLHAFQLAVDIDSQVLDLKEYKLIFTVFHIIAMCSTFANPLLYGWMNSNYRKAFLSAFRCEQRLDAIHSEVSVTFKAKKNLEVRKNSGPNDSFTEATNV
Numbers without * were called inactive.

Results for NNC(=O)COc1ncn(-c2ccccc2)n1 ?
Ba/F3 V617F tox: 4; BaF3 parental: 3; CHOP inh: 23; p47phox inh: 1; NPY-Y1 antag: -4; NPY-Y1 PAM-ag: -2; S1P4 agonist: -2.0; S1P4 antag: 4; NPY-Y2 PAM-ag: -2

How did C1=CC2CC1CC2CN1CCN(c2ccccc2)CC1 (centres undefined) do in these assays?
Ba/F3 V617F tox: 1; BaF3 parental: 6; CHOP inh: 19; p47phox inh: -22; NPY-Y1 antag: 6; NPY-Y1 PAM-ag: -5; S1P4 agonist: -0.5; S1P4 antag: -14; NPY-Y2 PAM-ag: 10

How did CC(C)(C)NC(=O)/C(=C/c1ccco1)c1ccccc1 do in these assays?
Ba/F3 V617F tox: 1; BaF3 parental: 5; CHOP inh: 28; p47phox inh: -22; NPY-Y1 antag: 4; NPY-Y1 PAM-ag: -5; S1P4 agonist: -3.3; S1P4 antag: -15; NPY-Y2 PAM-ag: -5

What do the screens show for `O=C(Nc1ccc(Cl)cn1)c1ccccc1[N+](=O)[O-]`?
Ba/F3 V617F tox: 2; BaF3 parental: 5; CHOP inh: -16; p47phox inh: -4; NPY-Y1 antag: 11; NPY-Y1 PAM-ag: 1; S1P4 agonist: 0.2; S1P4 antag: -4; NPY-Y2 PAM-ag: 5

How did CC(C)C(=O)N1CCN(c2ccccc2NC(=S)NC(=O)c2cccs2)CC1 do in these assays?
Ba/F3 V617F tox: -2; BaF3 parental: 5; CHOP inh: -21; p47phox inh: -5; NPY-Y1 antag: 9; NPY-Y1 PAM-ag: -12; S1P4 agonist: 0.7; S1P4 antag: -9; NPY-Y2 PAM-ag: -5

How did Cc1cc(C)n(-c2nnc3n2N=C(c2ccccc2)CS3)n1 do in these assays?
Ba/F3 V617F tox: 3; BaF3 parental: 6; CHOP inh: 5; p47phox inh: 0; NPY-Y1 antag: 3; NPY-Y1 PAM-ag: -5; S1P4 agonist: -1.9; S1P4 antag: -1; NPY-Y2 PAM-ag: 1

Results for Cc1nc2ncnn2c(C)c1Cc1cccc(F)c1 ?
Ba/F3 V617F tox: 0; BaF3 parental: 3; CHOP inh: -12; p47phox inh: -11; NPY-Y1 antag: 1; NPY-Y1 PAM-ag: 19; S1P4 agonist: 1.4; S1P4 antag: -1; NPY-Y2 PAM-ag: 9

How did CCSc1nnc2n(-c3ccc(OC)cc3)c(=O)c3c4c(sc3n12)CCCC4 do in these assays?
Ba/F3 V617F tox: -3; BaF3 parental: 3; CHOP inh: 20; p47phox inh: -1; NPY-Y1 antag: -3; NPY-Y1 PAM-ag: 15; S1P4 agonist: 0.7; S1P4 antag: 11; NPY-Y2 PAM-ag: -18

How did CC1CCCCN1C(=O)c1cc2nc(-c3ccccc3)cc(-c3ccccc3)n2n1 (centres undefined) do in these assays?
Ba/F3 V617F tox: 0; BaF3 parental: 7; CHOP inh: 82*; p47phox inh: -32; NPY-Y1 antag: 9; NPY-Y1 PAM-ag: -44; S1P4 agonist: 1.0; S1P4 antag: 0; NPY-Y2 PAM-ag: -15

Results for COc1ccc2c(CC(=O)OCC(=O)Nc3ccc4c(c3)OCO4)coc2c1 ?
Ba/F3 V617F tox: 3; BaF3 parental: 2; CHOP inh: -12; p47phox inh: -13; NPY-Y1 antag: 6; NPY-Y1 PAM-ag: -25; S1P4 agonist: -1.4; S1P4 antag: 2; NPY-Y2 PAM-ag: -22

Pulled by compound from the list above, two records:
How did CC(C)C(=O)N1CCN(c2ccccc2NC(=S)NC(=O)c2cccs2)CC1 do in these assays?
Ba/F3 V617F tox: -2; BaF3 parental: 5; CHOP inh: -21; p47phox inh: -5; NPY-Y1 antag: 9; NPY-Y1 PAM-ag: -12; S1P4 agonist: 0.7; S1P4 antag: -9; NPY-Y2 PAM-ag: -5

Results for NNC(=O)COc1ncn(-c2ccccc2)n1 ?
Ba/F3 V617F tox: 4; BaF3 parental: 3; CHOP inh: 23; p47phox inh: 1; NPY-Y1 antag: -4; NPY-Y1 PAM-ag: -2; S1P4 agonist: -2.0; S1P4 antag: 4; NPY-Y2 PAM-ag: -2

(further entries)
What do the screens show for `S=C(NCc1ccco1)NCC(c1ccco1)N1CCCCC1` (centres undefined)?
Ba/F3 V617F tox: 1; BaF3 parental: 5; CHOP inh: 6; NPY-Y1 antag: -1; NPY-Y1 PAM-ag: 4; S1P4 agonist: -0.2; S1P4 antag: 5; NPY-Y2 PAM-ag: 2

Results for CCN(C(=O)COC(=O)c1ccc(Br)o1)C1CCCCC1 ?
Ba/F3 V617F tox: 4; BaF3 parental: 9; CHOP inh: 6; p47phox inh: 5; NPY-Y1 antag: 10; NPY-Y1 PAM-ag: -6; S1P4 agonist: -0.7; S1P4 antag: 13; NPY-Y2 PAM-ag: -16

Results for Cc1cc(C)cc(N(CC(=O)N2CCN(c3ccccc3)CC2)S(=O)(=O)c2c(C)noc2C)c1 ?
Ba/F3 V617F tox: -2; BaF3 parental: -1; CHOP inh: 76*; p47phox inh: -2; NPY-Y1 antag: 5; NPY-Y1 PAM-ag: 18; S1P4 agonist: 2.0; S1P4 antag: 3; NPY-Y2 PAM-ag: 24

How did CC(=O)c1sc(Nc2cccc(C)c2)nc1C do in these assays?
Ba/F3 V617F tox: 0; BaF3 parental: 3; CHOP inh: -10; p47phox inh: -10; NPY-Y1 antag: -8; NPY-Y1 PAM-ag: 25; S1P4 agonist: 2.1; S1P4 antag: -9; NPY-Y2 PAM-ag: 28

What do the screens show for `Nc1cc(=O)[nH]c(SCC(=O)Nc2cc(Cl)cc(Cl)c2)n1`?
Ba/F3 V617F tox: -1; BaF3 parental: 4; CHOP inh: 5; p47phox inh: -7; NPY-Y1 antag: 3; NPY-Y1 PAM-ag: -7; S1P4 agonist: -1.8; S1P4 antag: -23; NPY-Y2 PAM-ag: 0

What do the screens show for `C=CCn1c(Sc2nnc(C)s2)nc2c1c(=O)[nH]c(=O)n2C`?
Ba/F3 V617F tox: 4; BaF3 parental: 7; CHOP inh: 19; p47phox inh: -5; NPY-Y1 antag: -1; NPY-Y1 PAM-ag: -6; S1P4 agonist: 1.3; S1P4 antag: -20; NPY-Y2 PAM-ag: 7

Results for CCOC(=O)C1C(=O)NC(N2CCCCC2)=NC1c1ccco1 (centres undefined) ?
Ba/F3 V617F tox: 2; BaF3 parental: 4; CHOP inh: -15; p47phox inh: -15; NPY-Y1 antag: 6; NPY-Y1 PAM-ag: -6; S1P4 agonist: -0.3; S1P4 antag: 3; NPY-Y2 PAM-ag: -10

What do the screens show for `CS(=O)(=O)N(CC(=O)NCC1CCCO1)c1cccc(Cl)c1` (centres undefined)?
Ba/F3 V617F tox: 0; BaF3 parental: 8; CHOP inh: -2; p47phox inh: 2; NPY-Y1 antag: 5; NPY-Y1 PAM-ag: 14; S1P4 agonist: -1.1; S1P4 antag: 12; NPY-Y2 PAM-ag: -2

How did O=C(CNC(=O)c1ccc([N+](=O)[O-])cc1)N/N=C\c1ccc(OC(=O)c2ccccc2)cc1 do in these assays?
Ba/F3 V617F tox: -3; BaF3 parental: -2; CHOP inh: 8; p47phox inh: -6; NPY-Y1 antag: 1; NPY-Y1 PAM-ag: 4; S1P4 agonist: 0.4; S1P4 antag: -15; NPY-Y2 PAM-ag: -11

How did COc1ccc(C2=Nn3c(nnc3-c3ccccn3)SC2)cc1 do in these assays?
Ba/F3 V617F tox: 3; BaF3 parental: 6; CHOP inh: -4; p47phox inh: 2; NPY-Y1 antag: 3; NPY-Y1 PAM-ag: -11; S1P4 agonist: 1.0; S1P4 antag: -21; NPY-Y2 PAM-ag: 3

Results for COC(=O)/C(C(C)=O)=C(\C=C\N(C)C)N(C)C ?
Ba/F3 V617F tox: 0; BaF3 parental: 4; CHOP inh: -1; p47phox inh: -8; NPY-Y1 antag: 1; NPY-Y1 PAM-ag: -5; S1P4 agonist: -1.0; S1P4 antag: -10; NPY-Y2 PAM-ag: 0

What do the screens show for `Cc1cc(C)n2nc(SC(C)C(=O)Nc3ccc(Cl)cn3)nc2n1` (centres undefined)?
Ba/F3 V617F tox: 0; BaF3 parental: 4; CHOP inh: 23; p47phox inh: -11; NPY-Y1 antag: 8; NPY-Y1 PAM-ag: 5; S1P4 agonist: 3.0; S1P4 antag: -9; NPY-Y2 PAM-ag: 3

What do the screens show for `COc1ccc(OC)c(-n2c(C)cc(C=O)c2C)c1`?
Ba/F3 V617F tox: -1; BaF3 parental: 1; CHOP inh: 3; p47phox inh: 2; NPY-Y1 antag: -4; NPY-Y1 PAM-ag: -13; S1P4 agonist: -1.0; S1P4 antag: -3; NPY-Y2 PAM-ag: 6

Results for O=C(N/N=C/c1ccc2c(c1)OCO2)c1cc(-c2ccccc2)nc2ccccc12 ?
Ba/F3 V617F tox: 3; BaF3 parental: 9; CHOP inh: 10; p47phox inh: -14; NPY-Y1 antag: 12; NPY-Y1 PAM-ag: -24; S1P4 agonist: -1.4; S1P4 antag: -17; NPY-Y2 PAM-ag: -5

Results for CNC(=O)/C(=C\C=C\c1ccccc1)NC(=O)c1ccc([N+](=O)[O-])cc1 ?
Ba/F3 V617F tox: 3; BaF3 parental: 7; CHOP inh: 64; p47phox inh: -8; NPY-Y1 antag: 3; NPY-Y1 PAM-ag: 5; S1P4 agonist: 1.3; S1P4 antag: -14; NPY-Y2 PAM-ag: -8

Results for Cc1c(OCc2nn[nH]n2)ccc2c(-c3ccccc3)cc(=O)oc12 ?
Ba/F3 V617F tox: -1; BaF3 parental: 3; CHOP inh: -27; p47phox inh: -12; NPY-Y1 antag: -1; NPY-Y1 PAM-ag: -6; S1P4 agonist: 0.2; S1P4 antag: -6; NPY-Y2 PAM-ag: 1

How did O=S1(=O)CCC(NC(=S)Nc2ccccc2)C1 (centres undefined) do in these assays?
Ba/F3 V617F tox: -2; BaF3 parental: 0; CHOP inh: 18; p47phox inh: -7; NPY-Y1 PAM-ag: 6; S1P4 agonist: -0.9; S1P4 antag: -13; NPY-Y2 PAM-ag: -3

Results for CCOc1ccc2[nH]c(=O)c(CN(CCOC)C(=O)N3CCOCC3)cc2c1 ?
Ba/F3 V617F tox: -2; BaF3 parental: 3; CHOP inh: 7; p47phox inh: -11; NPY-Y1 antag: -10; NPY-Y1 PAM-ag: -3; S1P4 agonist: -0.2; S1P4 antag: -12; NPY-Y2 PAM-ag: 4

What do the screens show for `O=c1c2ccccc2c(/C=N/NS(=O)(=O)c2ccccc2)c(O)n1-c1ccccn1`?
Ba/F3 V617F tox: 1; BaF3 parental: 7; CHOP inh: 22; p47phox inh: -169; NPY-Y1 antag: 3; NPY-Y1 PAM-ag: 3; S1P4 agonist: 0.6; S1P4 antag: -9; NPY-Y2 PAM-ag: -10

How did O=S(=O)(CCc1ccccc1)/N=C/c1cccs1 do in these assays?
Ba/F3 V617F tox: -3; BaF3 parental: 2; CHOP inh: -12; p47phox inh: -7; NPY-Y1 antag: 3; NPY-Y1 PAM-ag: -7; S1P4 agonist: -0.3; S1P4 antag: -9; NPY-Y2 PAM-ag: -10

What do the screens show for `Cn1ncc2c(c(SCc3ccc(Cl)cc3Cl)nn2C)c1=O`?
Ba/F3 V617F tox: -1; BaF3 parental: -1; CHOP inh: 29; p47phox inh: 11; NPY-Y1 PAM-ag: -16; S1P4 agonist: -0.8; S1P4 antag: 2; NPY-Y2 PAM-ag: 7
